Screening data as filed in PubChem BioAssay.
SENP7 block = inhibitors of human SENP7 protease. recombinant SENP7, Z-RLRGG-aminoluciferin luminescence, 40 min. inhibition, % at 5 µM. 330,000 tested, 1.5% active. AID 434973. Q9BQF6;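 active = inhibition above about 50% at the single test dose, limit read from the data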;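 also: plate controls were DMSO with enzyme for no effect and no enzyme buffer wells for full effect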
Target sequence (Q9BQF6 706-1050 limits assumed): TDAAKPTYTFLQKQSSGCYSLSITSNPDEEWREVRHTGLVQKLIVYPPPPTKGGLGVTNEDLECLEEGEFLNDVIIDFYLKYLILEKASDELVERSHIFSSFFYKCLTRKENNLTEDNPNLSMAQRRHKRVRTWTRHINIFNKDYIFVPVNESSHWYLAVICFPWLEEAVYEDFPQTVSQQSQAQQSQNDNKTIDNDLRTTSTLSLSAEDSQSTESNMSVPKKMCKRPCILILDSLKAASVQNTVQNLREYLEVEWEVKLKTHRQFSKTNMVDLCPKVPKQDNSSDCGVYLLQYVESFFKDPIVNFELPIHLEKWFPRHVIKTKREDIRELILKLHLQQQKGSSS
SENP8 block-1 = blocks the human protease SENP8. AID 2540. inhibition, % at 10 µM. 330,000 tested, 1.2% active. Q96LD8. purified SENP8, Z-RLRGG-aminoluciferin cleavage, luminescence; in the data active = inhibition above about 50%
Target sequence (Q96LD8 whole entry, looked up): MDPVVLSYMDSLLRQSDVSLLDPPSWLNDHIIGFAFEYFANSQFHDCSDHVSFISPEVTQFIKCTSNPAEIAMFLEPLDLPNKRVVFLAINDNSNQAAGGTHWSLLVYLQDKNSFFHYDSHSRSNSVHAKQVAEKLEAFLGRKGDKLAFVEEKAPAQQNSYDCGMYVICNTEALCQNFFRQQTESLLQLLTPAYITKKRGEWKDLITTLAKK
SENP1 FRET inh = inhibitors of human SENP1 SUMO protease catalytic domain; Q9P0U3; recombinant SENP1 catalytic domain, CyPet-SUMO1-YPet FRET cleavage; inhibition, % at 10 µM; 360,000 tested, 0.21% active; AID 624204;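 active = inhibition at least 30% at 10 µM, raw YFP signal under a set limit, fluorescence ratio 0.5 to 1.5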;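 also: 0% = enzyme with DMSO and 100% = no enzyme wells; some results filed as inactive read as strong as hits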
Target sequence (Q9P0U3 419-644 limits assumed): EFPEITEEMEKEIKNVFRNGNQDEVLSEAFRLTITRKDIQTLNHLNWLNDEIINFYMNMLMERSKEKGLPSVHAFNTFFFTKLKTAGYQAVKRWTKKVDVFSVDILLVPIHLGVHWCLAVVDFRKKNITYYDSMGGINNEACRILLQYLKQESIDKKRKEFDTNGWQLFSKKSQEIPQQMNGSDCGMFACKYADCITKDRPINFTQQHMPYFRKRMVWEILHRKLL
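Material: hSENP1 catalytic domain, recombinant; medium: Tris pH 8 with BME, BSA, NP40 and catalase; compound: single concentration of 10 µM compound, 0.5% DMSO final; technique: FRET read of cyan and yellow fluorescence; timing: 50 min enzyme reaction, room temperature, light-protected; reagent: SFCypet-SUMO1-SFYpet substrate at 25 nM; control set: no-enzyme low, enzyme-DMSO high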
SENP6 inh = inhibitors of human SENP6 protease. Q9GZR1. 330,000 tested, 1.8% active. AID 2599. inhibition, % at 10 µM. Recombinant SENP6 catalytic domain, aminoluciferin luminescence;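 active = inhibition above about 50% at the single tested dose, limit read from the data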;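 also: plate controls were DMSO wells with enzyme for no effect and DMSO wells lacking enzyme for full effect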
SENP8 block-2 = blocks human SENP8 cleavage of Nedd8 substrate. Q96LD8. recombinant SENP8, Nedd8 substrate fluorescence. inhibition, % at 20 µM. 360,000 tested, 0.64% active. AID 602440; in the data active = inhibition mostly above about 40%, no sharp cut-off; inactive = mostly below about 27%
UBC13 polyUb = inhibitors of human UBC13 polyubiquitin chain formation; TR-FRET; inhibition, % at 20 µM; 330,000 tested, 0.47% active; AID 485273; in the data active = inhibition above about 45%, passing the limit was not always enough; inconclusive = no clear call, values can overlap the other calls
Target sequence (P61088 whole entry, looked up): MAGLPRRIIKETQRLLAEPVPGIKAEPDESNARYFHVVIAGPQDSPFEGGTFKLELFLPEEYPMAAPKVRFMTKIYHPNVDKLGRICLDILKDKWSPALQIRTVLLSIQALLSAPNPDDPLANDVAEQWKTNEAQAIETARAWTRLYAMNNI
Apaf-1 inh = inhibitors of human Apaf-1 apoptosome; inhibition, % at 20 µM; reconstituted apoptosome caspase-3 activity, DEVD-Rh110 fluorescence; O14727; AID 489030; 330,000 tested, 0.71% active; active = inhibition of at least 40% at 20 µM;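 also: plate controls were DMSO wells for no effect and DEVD-CHO caspase inhibitor wells for full effect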
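Medium: Hepes buffer, pH 7.5 / System: biochemical Apaf-1 apoptosome reconstitution / Measured by: Rh110 fluorescence, excitation 480 nm, emission 540 nm / Times: compound with Apaf-1, dATP, procaspase-3 30 min, then 50 min reaction, room temperature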
APOBEC3G inh = APOBEC3G (human) deaminase inhibition. Q9HC16. recombinant A3G, ssDNA deamination FAM/TAMRA fluorescence. inhibition, % at 20 µM. 330,000 tested, 0.28% active;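 active = inhibition of at least 40% at 20 µM, with no more than 30% in the related APOBEC3A deaminase screen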;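 also: plate controls were DMSO wells with A3G for no effect and wells lacking A3G enzyme for full effect; some compounds called inactive have numbers as strong as hits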
Numbers without * were called inactive; ? = inconclusive.

molecule	SENP7 block	SENP8 block-1	SENP1 FRET inh	SENP6 inh	SENP8 block-2	UBC13 polyUb	Apaf-1 inh	APOBEC3G inh
CCc1nc2ccc(C(=O)N3CCN(c4ccc([N+](=O)[O-])cc4)CC3)cc2nc1CC	7	1	-9	-9	35	-15	23	-2
C=CCN(C(=O)c1csnn1)C(C(=O)NCc1ccccc1)c1c(F)cccc1Cl (stereo unspecified)	-3	-3	2	-34	9	-2	7	-5
OCC[C@H]1C[C@@H](O)[C@H](O)[C@]2(CCCO2)O1	4	6	1	1	2	1	-4	-4
O=[N+]([O-])c1cccc(-c2nc(-c3ccncc3)no2)c1	9	-15	1	6	24	-1	9	0
CCCCn1c(O)c(C=NCCCN(C)C)c(=O)[nH]c1=O	8	0	1	9	11	8	-2	-7
COc1ccc(C)cc1NC(=O)CCCN1C(=O)C2CC=CCC2C1=O (stereo unspecified)	0	2	2	9	0	2	0	-6
CC(C)C(c1nnnn1Cc1ccc(F)cc1)N1CCSCC1 (stereo unspecified)	-4	-2	0	-4	12	0	-17	-7
CC1CN(C(=O)c2cccc(S(=O)(=O)Nc3cc(Cl)ccc3Cl)c2)CC(C)O1 (stereo unspecified)	7	1	1	4	3	-7	-4	-8
Cc1onc(-c2ccccc2Cl)c1C(=O)N1C=CC(C(F)(F)F)=NCC1	-8	-4	-2	-10	24	1	0	-6
Cc1onc(-c2ccccc2Cl)c1C(=O)NCc1ccc(F)cc1	7	8	1	5	13	-4	-2	-8

Structures shown so far that have a nitro group on carbon:
molecule	SENP7 block	SENP8 block-1	SENP1 FRET inh	SENP6 inh	SENP8 block-2	UBC13 polyUb	Apaf-1 inh	APOBEC3G inh
CCc1nc2ccc(C(=O)N3CCN(c4ccc([N+](=O)[O-])cc4)CC3)cc2nc1CC	7	1	-9	-9	35	-15	23	-2
O=[N+]([O-])c1cccc(-c2nc(-c3ccncc3)no2)c1	9	-15	1	6	24	-1	9	0

The list goes on:
molecule	SENP7 block	SENP8 block-1	SENP1 FRET inh	SENP6 inh	SENP8 block-2	UBC13 polyUb	Apaf-1 inh	APOBEC3G inh
CCOC(=O)C(NC(C)=O)C(=O)Nc1ccc(C(C)(C)C)cc1 (stereo unspecified)	-3	-3	2	1	8	3	-4	-6
O=C(NNS(=O)(=O)c1ccccc1)c1ccncc1	10	4	-2	-17	22	-4	13	10
O=C(NCCc1ccccc1)C(=O)NC1CCCCC1	2	2	3	-9	32	-3	-9	-1
CCN(Cc1ccccc1)C(=O)CCc1nnc(CCCc2ccccc2)o1	0	1	0	1	11	0	-4	-3
CC(=O)NC(NC(=S)Nc1ccccc1Br)C(Cl)(Cl)Cl (stereo unspecified)	1	6	-1	10	3	6	4	-4
COc1cccc(C2CC(=O)Nc3cc(OC)c(OC)cc32)c1 (stereo unspecified)	2	-2	-1	25	7	6	-6	-8
Cc1cccc2cc(CN(CC3CCCO3)C(=O)NC3CCCCC3)c(=O)[nH]c12 (stereo unspecified)	5	-6	2	-9	-31	11	8	-4
c1ccc(-n2ncc3c2ncn2cnnc32)cc1	13	3	0	-8	-22	-4	8	2
CCN(CC(=O)NCc1cccs1)C(=O)c1ccc(C)o1	-1	7	2	-9	4	16	-9	-8
OCC1CCCCN1CCNCc1cn[nH]c1-c1cccc2ccccc12 (stereo unspecified)	-8	-6	-2	-8	19	5	-4	-6
O=C(Nc1ncc(Cc2cccc(Cl)c2)s1)C1=NCCN1	3	-12	1	-39	15	-16	-1	-6
CCC(CO)Oc1cc(NCc2cccc(OC)c2)c2ncn(C(C)C)c2c1 (stereo unspecified)	12	4	-85	10	17	4	36	-4
Cc1ccc(C)c(OCC(=O)Nc2cccc(S(=O)(=O)NC3=NCCCCC3)c2)c1	6	-4	1	-11	0	-2	23	9
Cn1c(=O)c2c(n(C)c1=O)=NC1(CCCCC1)N=2	7	-4	-16	-4	-12	6	11	-3
O=C(CCn1c(=S)oc2ccccc21)Nc1ccc(F)cc1	7	0	1	-4	11	10	-12	-10
COC(=O)C1CN(C(=O)C(C)Oc2ccccc2Cl)c2ccccc2O1 (stereo unspecified)	-10	-2	1	-30	7	-1	11	2
Cc1ccc(C)c(N2CCN(C(=O)C34CC5CC(C3)CC(n3nnc(C)n3)(C5)C4)CC2)c1	4	-9	0	-3	11	-4	20	-2
O=C(c1ccc(O)cc1)c1ccc(O)cc1O	-2	3	-2	-6	16	3	-22	-5
CCN(CC(=O)NCc1cccs1)C(=O)COc1ccc(C(N)=O)cc1	7	0	0	-12	12	0	-7	-4
COCc1ccc(CN2CCCC(CO)(Cc3cccc(OC)c3)C2)o1 (stereo unspecified)	4	2	-2	3	23	10	-5	-8

An excerpt from above, showing only SENP8 block-1, APOBEC3G inh and SENP6 inh.
Compound | SENP8 block-1 | APOBEC3G inh | SENP6 inh
CC1CN(C(=O)c2cccc(S(=O)(=O)Nc3cc(Cl)ccc3Cl)c2)CC(C)O1 (stereo unspecified) | 1 | -8 | 4
Cc1onc(-c2ccccc2Cl)c1C(=O)N1C=CC(C(F)(F)F)=NCC1 | -4 | -6 | -10

The results go on:
molecule	SENP7 block	SENP8 block-1	SENP1 FRET inh	SENP6 inh	SENP8 block-2	UBC13 polyUb	Apaf-1 inh	APOBEC3G inh
O=C(N/N=C/c1ccccn1)c1ccc(S(=O)(=O)N2CCCCCC2)cc1	3	-10	2	-6	-5	-2	2	-7
O=C(CN1C(=O)NC2(CCCC2)C1=O)N1CCN(S(=O)(=O)c2cccc(C(F)(F)F)c2)CC1	-6	-3	2	-15	-17	-7	5	-10
Cn1c(=O)cc2c3c(c(N4CCCCC4)ccc31)C(=O)c1ccccc1-2	0	16	33*	29	39	-157	7	3
O=C(CNc1cc(S(=O)(=O)N2CCOCC2)ccc1NCC1CCCO1)Nc1cccc(F)c1 (stereo unspecified)	-13	-8	-11	0	-2	-1	5	-5
Cn1c(N)c(C(=O)CNC2CCCCC2)c(=O)n(C)c1=O	-1	4	-1	-9	7	-14	-14	-9
CC(C)CCNC(=O)C1CC(c2cccc(F)c2)=NO1 (stereo unspecified)	4	-8	1	-5	16	5	5	10
CCCC(=O)Nc1nnc(-c2ccco2)s1	-6	-14	1	-15	-51	3	3	-5
CCn1nc(NC(=O)CC(C)C)c2cc3ccc(C)cc3nc21	-10	-12	-23	-17	-334	-2	10	11
C=CCNC(=O)c1ccc(-c2nc3ccccc3nc2-c2ccccc2)cc1	-4	2	-6	-11	-192	-1	-10	-6
C=CCNc1nc2ccccc2nc1NS(=O)(=O)c1cccs1	4	1	-14	18	-480	-7	2	-5
Clc1ccc2nc(CN3CCCc4ccccc43)cn2c1	-6	1	-27	18	-2	4	12	-4
COc1cccc(-n2c(CNc3ccc(F)cc3)nnc2SCC(N)=O)c1	-9	-1	1	1	12	-4	-10	-5
Cc1cccc(N(CC(=O)N/N=C/c2ccccc2C(=O)O)S(C)(=O)=O)c1C	1	0	2	-33	15	4	-17	-4
CCOc1ccc(N2CC(C(=O)OCC(=O)c3ccc(OC)cc3)CC2=O)cc1 (stereo unspecified)	5	-2	1	-8	13	0	14	-8
Cc1ccc(-c2cc(C(=O)N3CCc4ccccc4C3)[nH]n2)cc1C	-4	-6	2	5	0	13	3	-5
CCc1nc(Nc2ccccc2OC)c2oc3ccccc3c2n1	-1	-2	2	9	-249	12	19	2
CC1CC(C)CN(S(=O)(=O)c2cc3c4c(c2)CCC(=O)N4CCC3)C1 (stereo unspecified)	0	5	1	6	0	-8	11	-5
Cn1cccc1Cc1nnc(SCC(=O)NCCc2ccccc2)n1-c1ccc(F)cc1	0	11	0	-9	-1	4	-4	-5
O=C(CSCc1ccccc1Cl)Nc1c[nH]c(=O)[nH]c1=O	-2	-10	3	-15	4	8	5	-7
Cc1cc(C(=O)COc2ccc(Cl)cc2Br)c(C)n1C	-9	-3	3	-24	16	-12	14	2
CCOC(=O)C1(Cc2ccccc2Cl)CCN(C(=O)CCn2ccnc2C)CC1	-9	-9	1	-22	4	-10	16	10
CCOc1ccc(C(=O)Nc2ccc(N3CCN(C(C)=O)CC3)cc2)cc1[N+](=O)[O-]	0	6	-3	5	-5	-10	10	-3
CC1=C/C(=N\OC(=O)/C=C/c2ccccc2)C(C)=CC1=O	9	15	3	5	21	-9	8	-1
CCCCCCNc1cc(C)oc(=O)c1C(C)=O	3	-3	3	-6	8	5	13	0
CN1C(C(=O)NCC2CC2)CC2Cn3c(nc4cc5ccccc5cc43)C21 (stereo unspecified)	-4	7	-4	-4	-65	4	41*	0
Cc1cccc(S(=O)(=O)NNC(=O)c2cc(-c3ccc(F)cc3)nc3ccccc23)c1	-1	-10	-2	-40	-283	-4	10	-4
CCN1C(=O)[C@H]2[C@@H](c3ccc(C)cc3)N3C(=O)N(c4cccc(Cl)c4)C(=O)[C@@]3(C)[C@H]2C1=O	-11	5	0	-16	17	3	-5	-8
O=C(CN1CCN(C2CCCCC2)CC1)c1c[nH]c2ccccc12	1	0	0	-6	12	5	2	27
CS(=O)(=O)c1ccc(N2CCN(C3CC(=O)NC3=O)CC2)cc1 (stereo unspecified)	-2	2	0	-22	13	1	-12	-10
Cc1cc(C)n(C(C)CNC(=O)c2ccc3c(c2)OCO3)n1 (stereo unspecified)	7	-4	2	-4	0	6	1	-1
COC(=O)c1cnn(-c2ccccc2)c1N	5	0	2	1	15	-3	-6	-4
Cc1cccc(NC(=S)N(c2ccccc2)C(C)C)c1C	17	-1	0	-5	1	4	3	0
CS(=O)(=O)c1ccc2nc(NC(=O)C3CCCCC3)sc2c1	8	9	1	-6	10	-8	8	-5
COC(=O)c1cccc(Nc2nc(-c3cccnc3)nc3ccccc23)c1	-1	6	-5	-2	-436	27	0	-6
CCC(C)Sc1nc2c(cnn2-c2ccc(C)c(C)c2)c(=O)[nH]1 (stereo unspecified)	0	-2	3	-6	6	-12	-1	-2
CC(C)(C)OC(=O)N1Cc2ccccc2C[C@H]1C(=O)NC1CCCC1	0	-2	0	-12	15	-5	1	-3
CS(=O)(=O)N1CCN(c2ccc(NC(=O)C(c3ccccc3)c3ccccc3)cc2)CC1	2	-3	4	-17	7	-2	7	-6
O=C(O)CCSc1ncnc2sc(-c3ccccc3)cc12	-2	21	-56	15	-255	-4	-5	-4
Cn1ncc2c(N3CCC(Cc4ccccc4)CC3)ncnc21	7	-5	1	1	6	1	16	-1
CC(=O)NC1=NN(C(C)=O)C(C)(c2cccnc2)S1 (stereo unspecified)	4	-6	0	-2	-1	-6	-11	-11
CCn1c(=O)cc(SCC(=O)N2CCN(Cc3ccc4c(c3)OCO4)CC2)c2ccccc21	1	-3	1	-16	-15	61*	-7	-5
COc1ccc(-n2c(-c3ccc(Br)cc3)nc(=S)c3c2CCCC3)cc1	0	-6	0	4	25	?	7	0
O=C1CC2(CCN(C(=O)c3ccc(Br)cc3)CC2)Oc2ccccc21	-5	-8	1	-16	-21	-5	8	-5
Cc1ccc(C(=O)N/C(=C/c2ccco2)C(=O)Nc2cccc(C)c2)cc1	3	-1	-6	4	0	-11	9	-6
NC1=NC[C@H](Cc2ccc(O)cc2)N1CCc1cccc2ccccc12	9	-15	-19	-20	5	61*	23	1
N#C/C(=C\c1ccc[nH]1)C(=O)NCC1CCCO1 (stereo unspecified)	3	2	6	-5	1	-5	-6	0
Cc1ccsc1C(=O)OCC(=O)NCCc1ccccc1	2	1	2	-6	14	8	-1	-7
CCOc1ccc(NS(=O)(=O)c2ccc(OCC(=O)NCCCOC)cc2)cc1	5	2	0	1	9	13	1	-7
